Measles CPE: protection of cells from measles virus. Measles virus-infected cells, CPE protection, absorbance. protection (pct of control), % at 4 µM. 140,000 compounds, 1.5% hits. AID 841; in the data active means protection mostly above about 24%, no sharp cut-off; inactive means mostly below about 26%; further: some compounds called inactive have numbers as strong as hits
Phagocytosis inh: macrophage phagocytosis inhibition. J774A.1 macrophage IgG-bead phagocytosis, imaging. inhibition, % at 5 µM. 110,000 compounds, 0.07% hits. AID 1029;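 active means inhibition above the mean of the plate negative controls plus 5 SD, cut at about 13% in these data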;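 further: phagocytic index as fraction of beads internalized from green versus red external bead signal; plate controls were DMSO negative control for no effect and cytochalasin-D positive control for full effect; some results beyond the cut were filed as inactive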
MRP1 act: activators of MRP-1; H69AR cells + doxorubicin, viability rescue, CellTiter-Glo; viability increase, % at 10 µM; 140,000 compounds, 0.61% hits;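 active means viability gain under doxorubicin at or above a set limit, the compound median plus 3 SD, cut at about 4.7% in these data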;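 further: MRP-1 overexpressing cells given doxorubicin 25 µM after compound pretreatment; 18-22 h compound pretreatment then 72 h with doxorubicin before readout; 0% = doxorubicin-only wells and 100% = vehicle-treated cells without doxorubicin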
HCT116 PTEN-null: growth suppressors of cells with PTEN tumor suppressor deletion | HCT116 PTEN-null viability, CellTiter-Glo, 60 h; stronger effect = lower value | viability, % at 10 µM | 140,000 compounds, 1.2% hits | AID 827;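 active means viability at or below a set limit, 4 SD under the median of all tested compounds, cut at about 3.7% in these data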;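 further: PTEN knockout HCT116 line with beta catenin targeted HCT116 as companion control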
GALR2 blocker: GALR2 (human) receptor antagonism. inhibition, % at 4 µM. O43603. 140,000 compounds, 0.39% hits. GALR2-expressing cells, antagonist mode; in the data active means inhibition above about 27%;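 further: cells stimulated with galanin 1-16 at roughly its EC80; 0% = agonist challenge control and 100% = basal control without agonist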
Target sequence (O43603 whole entry, looked up): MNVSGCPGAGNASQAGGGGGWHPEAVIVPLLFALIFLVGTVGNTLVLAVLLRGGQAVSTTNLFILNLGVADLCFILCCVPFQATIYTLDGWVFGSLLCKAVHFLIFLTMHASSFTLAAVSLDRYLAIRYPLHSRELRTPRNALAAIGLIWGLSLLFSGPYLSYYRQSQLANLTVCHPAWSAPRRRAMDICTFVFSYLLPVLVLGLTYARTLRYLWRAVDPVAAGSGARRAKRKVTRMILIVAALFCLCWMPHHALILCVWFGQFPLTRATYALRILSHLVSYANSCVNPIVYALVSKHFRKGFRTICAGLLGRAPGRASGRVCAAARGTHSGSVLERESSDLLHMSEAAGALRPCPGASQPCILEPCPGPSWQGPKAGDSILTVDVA
bCat KO growth: beta-catenin-lacking colon tumor cell growth suppression; HCT116 beta-catenin knockout viability, CellTiter-Glo, 60 h; stronger effect = lower value; viability, % at 10 µM; 140,000 compounds, 1.5% hits; AID 818;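 active means viability at or under a set limit, the compound median less 4 SD, cut at about 6% in these data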;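 further: 0% = Hyamine 1622 control at 20 µM and 100% = untreated cell control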
Yeast lifespan up: yeast lifespan extension; S. cerevisiae growth with nicotinamide, OD615; deaD strain in restrictive glucose medium; inhibition of the nicotinamide effect, % at 10 µM; 130,000 compounds, 0.68% hits; AID 775;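 active means inhibition above a set limit, placed 3 SD over the median of all compounds, cut at about 26% in these data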;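 further: 0% = nicotinamide-treated wells and 100% = cells grown without nicotinamide; some compounds called inactive have numbers as strong as hits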
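Measured by: optical density (absorbance) at 615 nm; System: modified budding yeast, DeaD strain; Medium: restrictive CSMM-D dextrose medium; Timing: 4 h preincubation then 48 h treatment at 30 °C.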
NPY Y2 blocker: blocks the human neuropeptide Y Y2 receptor. NPY-Y2 expressing cells, antagonist mode. inhibition, % at 2.7 µM. 140,000 compounds, 0.99% hits. AID 793; in the data active means inhibition above about 17%;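 further: 0% = vehicle with agonist challenge and 100% = reference antagonist with challenge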
Target sequence (P49146 whole entry, looked up): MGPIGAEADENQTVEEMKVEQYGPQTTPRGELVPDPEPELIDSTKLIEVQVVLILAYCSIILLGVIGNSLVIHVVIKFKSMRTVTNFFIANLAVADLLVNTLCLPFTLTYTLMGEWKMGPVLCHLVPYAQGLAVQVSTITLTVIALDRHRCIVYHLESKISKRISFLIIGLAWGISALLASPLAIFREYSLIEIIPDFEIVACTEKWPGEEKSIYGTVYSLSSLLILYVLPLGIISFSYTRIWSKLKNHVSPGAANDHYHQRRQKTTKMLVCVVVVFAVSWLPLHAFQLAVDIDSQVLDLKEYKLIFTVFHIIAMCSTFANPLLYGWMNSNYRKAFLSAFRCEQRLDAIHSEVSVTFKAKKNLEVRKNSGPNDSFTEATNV
Yeast growth inh: chemicals that inhibit yeast BB579 growth in restrictive medium (lifespan-shortening candidates); S. cerevisiae BB579 growth, OD615, 48 h; inhibition, % at 10 µM; 140,000 compounds, 0.51% hits;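 active means inhibition above a set limit, 3 SD over the mean compound inhibition, cut at about 44% in these data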; further: inactives centre near -24
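Material: Saccharomyces cerevisiae DeaD strain BB579, replicative lifespan model yeast; buffer or medium: CSMM-D restrictive synthetic medium containing dextrose (glucose); compound: 10 µM single dose, DMSO 0.25%; timing: 48 h compound exposure at 30 °C after 4 h preincubation; signal: turbidity as optical density at 615 nm; benchmarks: positive control amphotericin B 10 µg/mL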
E-sel TNF inh: blocks E-selectin expression induced by TNF alpha. 120,000 compounds, 0.71% hits. AID 1246. HUVEC TNFa-induced E-selectin immunofluorescence, high content. inhibition, % at 2 µM;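 active means inhibition above the batch mean plus 3 SD, and confirmed as a hit on visual image review, cut at about 43% in these data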;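 further: 0% = TNF-stimulated DMSO wells and 100% = unstimulated control wells; not every result past the cut was called active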
* marks the source's active call; other numbers are inactive results; . = not tested or not shown.

SMILES	Measles CPE	Phagocytosis inh	MRP1 act	HCT116 PTEN-null	GALR2 blocker	bCat KO growth	Yeast lifespan up	NPY Y2 blocker	Yeast growth inh	E-sel TNF inh
COc1ccccc1C(=O)N(NC(=O)Oc1ccccc1)C(C)(C)C	4	-5	-1.0	105	2	96	3	1	-30	.
O=C1c2ccccc2C(=O)N1OCCOCCOCCBr	12	0	0.5	94	11	95	-1	4	-24	5
COc1ccc(OCCOC(=O)c2ccc(-n3cnnn3)cc2)cc1	10	0	-0.5	104	6	107	-14	5	-53	-8
CC(C)CN1C(=O)CC(Sc2ccccc2C(=O)O)C1=O (stereo unspecified)	15	-3	-2.5	89	-11	93	1	2	-15	2
Cc1ccccc1Oc1cc(-n2ncc(Cl)c(Cl)c2=O)ncn1	2	-3	-5.1	1.9*	82*	1.6*	46*	-1	-31	.
COc1ccc(/C=N/NC(=O)c2ccc(Cn3cc([N+](=O)[O-])cn3)o2)c(OC)c1C	5	.	-1.0	91	-2	86	1	1	-13	17
O=C(O)c1ccc(CSc2nc3ccccc3o2)cc1	7	.	-0.7	97	-12	82	-8	11	-37	.
COc1ccc(Nc2nnc(SC(C(=O)Nc3ccc(OC)c(Cl)c3)c3ccccc3)s2)cc1 (stereo unspecified)	5	7	-2.8	61	5	62	0	-4	-26	.
CCn1c(=O)cc(OCC(=O)NCC2CCCO2)c2ccccc21 (stereo unspecified)	0	0	-0.9	76	-2	76	-10	2	-28	.
CCOc1ccc(CCNC(=O)CSCc2ccc(C)cc2)cc1OCC	7	-4	-1.1	87	-4	95	2	4	-54	.
Cc1csc(C2=C(O)CN(c3ccc4c(c3)OCCOCCOCCOCCO4)C2=N)n1	13	-1	-1.4	84	7	87	-12	0	-24	-38
S=C(c1cccs1)N1CCCC1	7	-4	-0.8	107	2	99	-7	2	-26	18

Compounds listed so far that contain four or more nitrogen atoms, in the order listed:
SMILES	Measles CPE	Phagocytosis inh	MRP1 act	HCT116 PTEN-null	GALR2 blocker	bCat KO growth	Yeast lifespan up	NPY Y2 blocker	Yeast growth inh	E-sel TNF inh
COc1ccc(OCCOC(=O)c2ccc(-n3cnnn3)cc2)cc1	10	0	-0.5	104	6	107	-14	5	-53	-8
Cc1ccccc1Oc1cc(-n2ncc(Cl)c(Cl)c2=O)ncn1	2	-3	-5.1	1.9*	82*	1.6*	46*	-1	-31	.
COc1ccc(/C=N/NC(=O)c2ccc(Cn3cc([N+](=O)[O-])cn3)o2)c(OC)c1C	5	.	-1.0	91	-2	86	1	1	-13	17
COc1ccc(Nc2nnc(SC(C(=O)Nc3ccc(OC)c(Cl)c3)c3ccccc3)s2)cc1 (stereo unspecified)	5	7	-2.8	61	5	62	0	-4	-26	.

(further entries)
SMILES	Measles CPE	Phagocytosis inh	MRP1 act	HCT116 PTEN-null	GALR2 blocker	bCat KO growth	Yeast lifespan up	NPY Y2 blocker	Yeast growth inh	E-sel TNF inh
C#CCn1c(=NC(=O)c2cc(-c3cccs3)nc3ccccc23)sc2cc(S(N)(=O)=O)ccc21	5	-6	-2.0	42	-2	39	3	0	-28	.
Cc1ccc(C)c(NC(=S)N2CCN(CCO)CC2)c1	10	-6	-1.5	103	8	104	-1	3	-24	-7
Cc1cc(C)cc(NC(=S)N2CCN(c3ccc(F)cc3)CC2)c1	22	-4	-1.4	101	-9	92	2	0	-14	.
COc1ccccc1OCC(=O)NCc1ccco1	6	0	-1.8	98	-3	98	-5	-1	1	5
Cc1ccc(NC(=O)C2CC(=O)N/C(=N/NC(=O)c3ccc(C)cc3)S2)cc1 (stereo unspecified)	5	-8	-1.0	89	-2	88	-1	4	-6	.
Nc1nonc1-n1nnc(C(=O)N/N=C/c2ccc(Br)cc2)c1CSC1=NCCS1	19	-3	-5.1	47	-16	41	-5	1	-30	.
COc1ccc(C(=O)NN2CC(O)=C(c3nc4ccccc4n3C)C2=N)cc1OC	15	-7	0.8	98	2	105	1	0	-13	.
CCc1nnc(NC(=O)CSc2nnc(CNc3cccc(Cl)c3)n2CC)s1	5	-1	-0.2	99	11	94	-13	1	-6	2
O=C(CCS(=O)(=O)c1ccc(Br)cc1)Nc1cc(F)ccc1F	14	-1	-3.8	64	11	59	-2	3	-6	.
CC(C)CC(=O)N1CCC(O)(CS(=O)(=O)Cc2ccccc2Cl)CC1	5	0	0.1	94	6	103	-6	-1	-55	3
CC1=C(C#N)C(NC(=O)c2ccccc2Cl)(C(F)(F)F)C(=O)N1 (stereo unspecified)	13	2	-1.3	100	9	99	-4	0	3	.
O=S(=O)(Nc1ccc(S(=O)(=O)N2CCCCC2)cc1)c1cccs1	25	-4	-2.8	82	14	94	-12	0	-29	-11
O=C(CC1Sc2ncnn2C1=O)Nc1ccc(Br)cc1 (stereo unspecified)	12	0	-0.6	108	-7	99	-13	0	-25	26
Cn1c(=O)cc(SCC(=O)N2CCN(C(=O)c3ccco3)CC2)c2ccccc21	13	3	-1.6	83	0	73	0	-1	-56	-2
COc1ccc2c(C)cc(N3CCOCC3)nc2c1	20	-2	-1.8	95	-5	94	-10	-1	-31	-22
O=C1c2ccccc2CN1CCNS(=O)(=O)c1ccc2ccccc2c1	6	.	-1.3	81	1	84	-26	6	-20	14
C/C(=N\Nc1nnc(C)c(=O)[nH]1)C(=O)O	9	.	-2.7	93	8	92	-26	2	7	.
Cc1cc(OCC(=O)N2CCOCC2)c(C(C)C)cc1Cl	1	0	-0.9	74	2	89	-13	0	-7	-14
COc1ccc(-c2noc(C(C)n3nc(C)c([N+](=O)[O-])c3C)n2)cc1OC (stereo unspecified)	.	-3	-0.5	79	-8	77	-8	1	-30	1
CCCCN(CC)CCCNC(=O)CC1Nc2ccccc2NC1=O (stereo unspecified)	6	-2	-1.7	89	-3	87	-4	-1	-39	.
CCc1c(C)sc(NC(=O)/C=C/c2ccc3c(c2)OCO3)c1C(=O)OC	4	.	-0.2	95	-2	80	-1	4	-27	.
O=C(O)COc1ccccc1C(Nc1ccccn1)c1cc(Cl)c2cccnc2c1O (stereo unspecified)	9	0	-1.7	98	9	97	4	3	-30	-21
O=C(CC(Nc1ccccc1)c1ccc(F)cc1)c1ccccc1 (stereo unspecified)	16	-2	-5.7	7	-6	8	-6	-1	-13	.
COc1ccc(/C=N/Nc2nc3ccccc3c(=O)n2-c2ccccc2)cc1OC	6	-17	-0.4	75	-12	79	1	3	-39	-6

Yeast lifespan up, entries above that show a hit
mol	Measles CPE	Phagocytosis inh	GALR2 blocker	Yeast lifespan up	NPY Y2 blocker	Yeast growth inh	E-sel TNF inh
Cc1ccccc1Oc1cc(-n2ncc(Cl)c(Cl)c2=O)ncn1	2	-3	82*	46*	-1	-31	.

Other results.
SMILES	Measles CPE	Phagocytosis inh	MRP1 act	HCT116 PTEN-null	GALR2 blocker	bCat KO growth	Yeast lifespan up	NPY Y2 blocker	Yeast growth inh	E-sel TNF inh
O=C(COC(=O)C1CC(=O)N(Cc2ccccc2)C1)Nc1ccc2c(c1)OCO2 (stereo unspecified)	10	0	-1.8	98	-2	90	-5	-1	-70	.
O=C(NCc1ccc(Cl)cc1)c1ccc(-c2ccccc2C(F)(F)F)o1	17	.	0.6	102	-7	101	-3	5	-16	-32
Cc1cc(Cl)c(OCCCN(C)C)c(Br)c1	48*	-2	-2.0	80	8	79	1	8	-23	2
COc1ccc(NC(=O)C(=O)NNC(=O)c2cccs2)cc1	6	-8	0.1	96	10	98	-1	3	-34	.
CC(Cc1ccccc1)NC(=O)c1ccc([N+](=O)[O-])cc1 (stereo unspecified)	17	.	-0.3	86	8	102	-5	3	0	.
CCC1SC(N)=NC1=O (stereo unspecified)	6	-3	0.9	95	2	89	-5	2	-1	-27
CCN(c1ccccc1)S(=O)(=O)c1ccc(Cl)c(NC(=O)CSc2n[nH]c(N)n2)c1	10	-2	0.7	96	-3	93	1	2	-30	15
CC1(C)CC(=O)C(C2C3=C(CC(C)(C)CC3=O)Oc3ccccc32)=C(O)C1 (stereo unspecified)	5	0	-1.4	97	-6	94	38	3	-69	1
Cc1nn(-c2cccc(C(F)(F)F)c2)c(Cl)c1/C=N/Nc1cccc(C(=O)O)c1	6	0	-3.2	92	11	83	-10	5	94*	.
O=C(NCCN1CCOCC1)Nc1ccccc1	12	-3	-0.8	100	-5	102	-5	1	-18	.
CNC(=O)Nc1ccc(Cl)cc1	7	0	2.2	106	6	105	-13	-3	-20	9
CC1CN(C(=O)CSc2ncnc3sccc23)CC(C)O1 (stereo unspecified)	16	-1	-2.6	89	4	91	-4	0	-9	-7
CC(=O)c1c(NCCc2ccccc2)cc(C)oc1=O	19	0	-1.2	100	-17	97	-15	0	-20	-24
Cc1cc(C)n2nc(SCc3nnc(SCCCCl)o3)nc2n1	11	.	-1.4	91	-8	72	-20	6	9	-51
COc1ccc(C(=O)N/N=C/c2cn[nH]c2-c2ccc(OC)cc2OC)cc1	21	.	-1.2	90	-5	87	1	3	-2	5
CCN(CC)CCCn1c(=S)[nH]c2ccc(Cl)cc2c1=O	4	0	-2.7	87	2	89	-19	2	-54	-16
COc1cc(Cc2nc3ccc(S(=O)(=O)N4CCOCC4)cc3[nH]2)cc(OC)c1OC	12	-1	-0.6	110	-8	92	-8	3	-50	-30
Nc1ccc2oc3ncccc3c(=O)c2c1	5	0	-0.9	109	1	102	-13	3	28	6
COc1ccccc1NC(=O)C(C)NS(=O)(=O)c1ccc(F)cc1 (stereo unspecified)	12	0	-2.0	95	-3	103	-2	4	16	-11
COc1ccc(Cn2c(CCC(=O)Nc3ccc(C)cc3)nc3cccnc32)cc1	15	.	-0.8	98	-8	96	-7	2	-49	1

A few values from above:
`COc1ccccc1NC(=O)C(C)NS(=O)(=O)c1ccc(F)cc1` (stereo unspecified) in Yeast lifespan up → -2
`COc1ccc(Cn2c(CCC(=O)Nc3ccc(C)cc3)nc3cccnc32)cc1` in NPY Y2 blocker → 2

Assay outcomes: PubChem BioAssay, several laboratories
